PTAP TSG101 blk: blocks PTAP/TSG101 interaction to inhibit HIV-1 budding; Q99816; 340,000 tested, under 10 active; Potency, µM (series often up to 115 µM), for the others: top-dose activity change, negative = inhibition, usual class: inhibitors; Fluorescence polarization, FITC-PTAP peptide / Tsg101 binding; active = well fitted inhibition curve with a large enough effect in the main read-out, with a control signal flat, not every such curve was filed as active; inconclusive = small, poorly fitted or top-dose-only effect, or effect the other way, or a change in a side signal; inactive = no such curve, though single readings can be large or run the other way; note: potency is the fitted concentration of half-maximal effect; % of control where 0% means no effect
Target sequence (Q99816 whole entry, looked up): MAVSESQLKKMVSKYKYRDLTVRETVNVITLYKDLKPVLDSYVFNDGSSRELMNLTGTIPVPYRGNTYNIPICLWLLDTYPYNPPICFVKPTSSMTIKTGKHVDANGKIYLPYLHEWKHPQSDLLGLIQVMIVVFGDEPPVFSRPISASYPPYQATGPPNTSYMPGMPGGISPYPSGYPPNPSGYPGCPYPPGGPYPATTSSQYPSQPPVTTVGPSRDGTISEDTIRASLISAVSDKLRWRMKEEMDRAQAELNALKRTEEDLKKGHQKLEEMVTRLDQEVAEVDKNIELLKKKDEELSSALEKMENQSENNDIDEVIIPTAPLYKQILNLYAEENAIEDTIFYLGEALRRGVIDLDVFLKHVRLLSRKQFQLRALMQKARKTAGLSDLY
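Fluorescence polarization binding of Tsg101 binding domain (10 uM final) to FITC-labeled PTAP peptide (50 nM final) in HEPES pH 7.5 buffer with NaCl, Tween 20, EDTA, TCEP. Compounds added before peptide; binding 20 min at RT.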
p53 reactivator: restores transcriptional activity of mutant p53; H1299 p53-A138V BP100-luciferase reporter, luminescence, 24 h; Potency, µM (titrated, usually from 92.2 µM), without a hit: at the top dose activity change, positive = activation, actives largely listed as activators; 320,000 tested, 0.063% active; AID 504706; note: potency is the fitted concentration of half-maximal effect; % of control where 0% means no effect; nearly all actives have a fitted effect of over 45% in size
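H1299 (p53-null), stable ts p53-A138V + BP100-Luc; 1000 cells/well, Opti-MEM/10% FBS; cpd 4 pt, 1:5; 24 h, 37 deg C, 5% CO2; detection reagent 10 min RT; luminescence.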
TCR activator: activators of T cell receptors; primary human leukocytes, anti-CD3, IL-2 HTRF, 48 h; Potency, µM (highest dose often 9.22 µM), without a hit: at the top dose activation of IL-2 secretion, usual class: activators; 330,000 tested, under 10 active; AID 504894; note: % of control where 0% means no effect
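TCR engagement came from a-CD3 beads alone, with compounds added to primary human leukocytes for 48 hr. Secreted IL-2 bridged europium cryptate- and d2-labelled anti-IL-2 antibodies, giving FRET emission at 665nm after 320nm excitation.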
B2AR arrestin: agonists driving beta-arrestin recruitment to human beta2-adrenergic receptor; 330,000 tested, 0.02% active; P07550; Potency, µM (highest dose often 46.1 µM), inactives show at the highest dose activation, usual class: activators; beta-arrestin recruitment to beta2AR, cell-based reporter;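 note: potency is the fitted concentration of half-maximal effect; 0% = DMSO controls and full agonism = EC100 isoproterenol or metaproterenol; nearly all actives have a fitted effect of over 65% in size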
Target sequence (P07550 whole entry, looked up): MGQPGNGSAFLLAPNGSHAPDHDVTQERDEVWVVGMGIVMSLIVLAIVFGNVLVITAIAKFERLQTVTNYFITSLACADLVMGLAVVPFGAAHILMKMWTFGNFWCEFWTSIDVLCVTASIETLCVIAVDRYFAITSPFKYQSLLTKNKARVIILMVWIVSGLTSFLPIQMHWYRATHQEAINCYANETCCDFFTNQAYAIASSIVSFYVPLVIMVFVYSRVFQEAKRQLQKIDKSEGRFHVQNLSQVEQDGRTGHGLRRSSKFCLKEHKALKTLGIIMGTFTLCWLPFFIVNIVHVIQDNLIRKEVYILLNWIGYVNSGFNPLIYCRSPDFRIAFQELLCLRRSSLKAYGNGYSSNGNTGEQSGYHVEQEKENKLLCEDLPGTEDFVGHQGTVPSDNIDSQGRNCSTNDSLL
AT treatment: potential ataxia-telangiectasia treatments restoring KAP-1 phosphorylation; […] A-T fibroblasts, KAP-1 phosphorylation AlphaLISA; neocarzinostatin DNA damage 30 min before lysis; Potency, µM (highest dose often 57.5 µM), for the others: at the top dose activation, hits mostly activators; 320,000 tested, 0.19% active; AID 485349; note: potency is the fitted concentration of half-maximal effect; % of control where 0% means no effect; nearly all actives have a fitted effect of over 45% in size
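ATM-like activity read as KAP-1 phosphorylation via AlphaLISA donor/acceptor antibody pairs after lysis and 6 hr at 25C. Cells were ATM-null patient fibroblasts ([…], hTERT), dosed 60 min, then exposed to the DSB inducer NCS for 30 min.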
BRCA1 expr act: increases BRCA1 expression; 380,000 tested, 1.1% active; MCF7-BRCA1-FFLuc reporter, luminescence, 48 h; response scale: scaled: vehicle 0%, 10 µM genistein 100%; Potency, µM (titrated, usually from 46.1 µM), inactives show at the top dose activation, actives largely listed as activators; AID 624202; note: potency is the fitted concentration of half-maximal effect; nearly all actives have a fitted effect of over 80% in size; some results filed as inactive show a strong effect at the top dose
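MCF7 cells carrying a BRCA1-firefly luciferase reporter (2000 cells/well, phenol-red free MEM) were attached for 2 h at 37 °C, then given compounds for 48 h. Luminescence was read 15 min after luciferase reagent; activity normalized to genistein (10 microM) and DMSO.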
Integrin act MD: activators of alpha7 integrin expression for muscular dystrophy | alpha7betagal myoblasts, beta-gal FDG fluorescence, 48 h | Potency, µM (doses to about 38.3 µM), inactives show top-dose activation, most hits filed as activators | 350,000 tested, 0.064% active | AID 624291;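 note: potency is the fitted concentration of half-maximal effect; 100% = response of the positive control SU9516; nearly all actives have a fitted effect of over 60% in size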
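alpha7betagal+/- myoblasts (passage 13, 250/well) treated 48 h at 37C with compounds at 1:260 dilution of DMSO stock. Lysed, then beta-galactosidase activity read as FDG fluorescence (ex 480/em 540) after 30 min, with pre-read for autofluorescence.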
CXXC DNA block: inhibitors of human MLL CXXC domain-DNA interaction. Q03164. MLL-CXXC / FITC-HOXA9 DNA fluorescence polarization. Potency, µM (series often up to 115 µM), for the others: at the top dose activity change, negative = inhibition, most hits filed as inhibitors. 290,000 tested, 0.037% active. AID 2662; active = well fitted inhibition curve with a large enough effect in the polarisation, with a control signal flat, not every such curve was filed as active; inconclusive = small, poorly fitted or top-dose-only effect, or effect the other way, or a change in a side signal; inactive = no such curve, though single readings can be large or run the other way; the % refers to the polarisation; note: potency is the fitted concentration of half-maximal effect
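Purified MLL-CXXC (added from a 7 uM solution) was preincubated 5 min at ambient with pinned compounds in 50 mM Tris-HCl pH 7.5, 50 mM NaCl, 1 mM DTT, 0.05% BSA. Fluorescein-labeled HOX-A9 DNA (50 nM solution) followed, 30 min, then polarization read.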
ELG1 repair inh: ELG1-dependent DNA repair inhibition; HEK293T ELG1-luciferase reporter, luminescence, 16 h; DNA damage induced by 5-fluorouridine; Potency, µM (top dose mostly 46.1 µM), for the others: top-dose activity change, negative = inhibition, most hits filed as inhibitors; 330,000 tested, 2.3% active; note: potency is the fitted concentration of half-maximal effect; % is set by controls: 0 for no effect and ±100 for the full control effect; nearly all actives have a fitted effect of over 55% in size
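5-Fluorouridine DNA damage + compound/DMSO, 2,000 cells/well, 16 h, 37 °C/5% CO2. ONE-Glo, 30 min RT, luminescence. Readout = decrease in reporter signal.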
TRPV1 agonist: human TRPV1 agonism; Q8NER1; TRPV1-expressing cells, Fluo-8 calcium influx, agonist mode; activation, % at 8.33 µM; 320,000 tested, 0.19% active; AID 540275; in the data active = activation above about 80%; inconclusive = between about 30% and that limit; note: 0% is about no effect
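TRPV1-expressing cells were cultured overnight at 35.5C and loaded with Fluo-8 calcium dye for 40 to 90 min at room temperature. After a 10 s baseline, compound was added and calcium influx was read kinetically for 3 min (ex 480/em 520 nm).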
* = called active by the depositor; ? = inconclusive; . = not tested or not shown; [ ] = dose if it differs, or a comment. Unless noted, calls come from the whole dose curve; as a rule, active = well fitted curve in the direction sought with a large enough effect; inconclusive = small, poorly fitted or top-dose-only effect, or another doubt; inactive = no such curve, though single readings can be large; an effect the other way counts as inactive or inconclusive.

Values run as follows: p53 reactivator, B2AR arrestin, BRCA1 expr act, AT treatment, TCR activator, PTAP TSG101 blk, Integrin act MD, ELG1 repair inh, TRPV1 agonist, CXXC DNA block
CCc1ccc(NC(=O)C(NS(=O)(=O)c2cccc3nsnc23)c2ccccc2)cc1 (stereo not given)
  28%, -0.3%, -26%, -6%, 6%, 1%, -25%, 7%, -5, 9%
COc1cccc(N2CCN(C(=S)Nc3ccc(C)cc3C)CC2)c1
  ., -1.6%, -6%, 5%, 1%, 1%, 3%, 0%, 17, 24%
Cc1cccc(C)c1-n1c(SCC(=O)N2CC(=O)Nc3ccccc32)nc2ccccc2c1=O
  -24%, 0.0%, -54%, 1%, -8%[46.1 µM], 0%, 11%, -29%, 1, 12%
CCN(CC)S(=O)(=O)c1ccc(N2CCN(C)CC2)c(NC(=O)CN2C(=O)NC3(CCCCC3)C2=O)c1
  ., ., -4%, ., 62%, -5%, 17%, ., ., .
O=C(C1=C[C@@H](c2coc3ccccc3c2=O)C[C@@H](OCc2ccc(CO)cc2)O1)N1CCN(Cc2ccc3c(c2)OCO3)CC1
  -8%, -0.8%, -14%, -5%, -2%, ., 3%, ?, 25, -17%
COCCN(C(=O)CCCc1nc2ccccc2s1)c1c(N)n(CC(C)C)c(=O)[nH]c1=O
  1%, 0.0%, 4%, 0%, -1%, -1%, -16%, 27%, 4, .
CC(C)NS(=O)(=O)c1ccc(CCC(=O)Nc2ccc3c(c2)OCO3)cc1
  -2%, 0.1%, -4%, 1%, 0%, -7%, 43%, -6%, 3, 14%
O=C(c1cnn2ccccc12)N1CCc2ccccc21
  ?, -0.6%, 3.2µM*, -2%, -4%, -1%, 6%, ?, 8, 9%
CCOC(=O)C1CN(S(=O)(=O)c2ccc(C)cc2)c2cc(S(=O)(=O)CC)ccc2O1 (stereo not given)
  15%, 0.5%, -14%, 0%, 6%, -4%, 50%, 11%, ?, 6%
COc1cccc(-c2nc(CS(=O)(=O)CC(=O)NC3CCCC3)c(C)o2)c1
  -13%, -0.8%, 1%, -9%, 2%, -3%, 18%, -4%, -2, 44%[activator]
CCOC(=O)CN1C(=O)CN(c2ccc(C)c(C)c2)C1=O
  8%, -0.5%, -15%, 0%, 1%[46.1 µM], 2%, 0%, ?, -3, 3%
CC(C)(C)OC(=O)N1CCN(c2ccc([N+](=O)[O-])cc2)CC1
  -1%, -0.9%, 1%, 0%, 4%, -3%, ?, ?, 18, 11%
CCc1ccccc1NC(=S)NNC(=O)c1ccccc1Cl
  15%, -0.8%, -1%, -5%, 2%, -2%, 7%, -1%, 3, 35%[activator]
COc1ccc(OCCNC(=S)Nc2cccc3ccccc23)cc1
  -11%, 0.1%, -30%, -4%, 5%, -4%, -38%, -14%, 28, 12%
O=C(NS(=O)(=O)Nc1ccc(Cl)cc1)c1c[nH]c2ccccc12
  -3%, 0.4%, -20%, 1%, -6%, -1%, 4%, 15%, 0, -4%
Cc1ccc2c(c1)c1nnc(SCC(=O)N3CCCc4ccccc43)nc1n2CC(=O)O
  15%, -0.5%, -9%, 7%, -4%, -11%, -3%, ?, 8, -8%
Cc1cc(C)n2c(SCC(=O)NCc3ccc4c(c3)OCO4)nnc2n1
  -5%, -0.9%, 8%, 11%, 4%, -9%, 32%, 3%, 1, 2%
CC(C)C(NC(=O)C1CCCCC1)C(=O)Nc1ccc2c(c1)OCCO2 (stereo not given)
  ?, 0.1%, 4.5µM*, 2%, -3%, -4%, -1%, ?, 3, -11%
COc1cccc(NC(=O)C(=O)c2cn(CC(=O)N3CCCC3)c3ccccc23)c1
  -3%, 0.2%, 59%, 5%, -4%, -5%, 11%, 0%, 6, 16%
O=C1CC(c2cccnc2)c2cc3c(cc2N1)OCCO3 (stereo not given)
  3%, -0.2%, -29%, -5%, 2%, -6%, -2%, -19%, -2, -7%
COc1ccc(CN2CC[C@H]3C=CC[C@@H](C(=O)Nc4ccc(Cl)c(C(F)(F)F)c4)[C@H]3C2=O)cc1OC
  ., ., -17%, ., 11%, 3%, -12%, ., ., .
C=CCn1c(COc2ccccc2)nnc1SCC(=O)Nc1ccc(S(N)(=O)=O)cc1
  0%, 0.3%, 2%, 6%, 3%, 0%, 15%, -2%, -2, 5%
CC(=O)c1cccc(NC(=S)NCc2ccccc2)c1
  ., 0.2%, 27%, 19%, -60%, -1%, 0%, -4%, ?, 2%
O=C(Cn1c(-c2cncs2)nc2ccccc21)NCCc1ccccc1
  -7%, -0.5%, 4%, 10%, 0%, -3%, 20%, 6%, ., 3%
Cc1nc2ccc(NC(=S)N3CCCC3)cc2nc1C
  1%, -0.1%, -20%, 3%, 1%, 4%, 20%, 8%, -4, ?
CN1CCN(C(=O)c2cc(Cl)cc(Cl)c2NC(=O)c2ccco2)CC1
  1%, 0.4%, 16%, 6%, -4%, -3%, -6%, -5%, -6, ?
O=C(Cn1cnc([N+](=O)[O-])c1)NCc1ccc(F)cc1
  6%, -0.4%, 31%, -1%, 5%, 0%, 4%, 1%, -4, 1%
COc1ccc2cc3c(nc2c1)OCC3
  ., 0.0%, ?, 7%, -5%, -8%, 25%, ?, 0, 0%
O=C(Nc1ccccc1)N(C1=NCCC1)c1ccccc1
  14%, -0.3%, -5%, -35%, 6%, -1%, -25%, ?, 6, 1%
Fc1ccc(Cn2c(SCc3ccc(F)c(C(F)(F)F)c3)nnc2C(F)(F)F)cc1
  -4%, -1.0%, -1%, 13%, 6%, 2%, 5%, 5%, ., -1%
CCOC(=O)c1nnc(-c2ccc(C)cc2)nc1Sc1ccccc1Cl
  6%, -0.2%, -19%, 6%, -23%, 0%, -16%, 0%, 4, -1%
COc1ccc(S(=O)(=O)N(C)CC(=O)Nc2ccccc2C(F)(F)F)cc1OC
  -12%, 0.3%, 4%, 2%, 1%, 1%, 16%, -3%, 15, 2%
CC(C)Cn1c(SCC(=O)c2c(N)n(C)c(=O)n(C)c2=O)nc2ccccc21
  10%, -0.2%, -24%, 11%, 5%, 0%, -6%, 6%, 6, 1%
CC(=O)c1ccc(OCCN2CCOCC2)cc1
  4%, -0.2%, 23%, ., 8%, -6%, -20%, 6%, -9, -2%
CCOC(=O)c1ccc(NC(=O)CSc2nc3c(c(=O)n2C)SC(C)C3)cc1 (stereo not given)
  -9%, 2.4%, -52%, -20%, 2%, 1%, -11%, 21µM*, 5, -8%
Cn1cccc1C(C#N)c1cccc(F)c1C#N (stereo not given)
  -1%, 0.4%, -31%, -6%, ., -1%, -48%[inhibitor], 4%, -2, 4%
COc1ccc(N=C2NC(=O)/C(=C/c3ccc(O)c(OC)c3)S2)cc1
  -4%, 0.5%, -68%, 9%, -2%[46.1 µM], 6%, 28%, ?, 1, 90%[activator]
COc1ccc(OC)c(CNC(=O)CCc2nc(-c3cccs3)no2)c1
  -5%, -1.3%, 0%, -6%, 2%, -7%, 0%, -1%, -6, 4%
CC1(C)CC(=O)C=C(c2cc3ccccc3s2)C1
  ., ., 62%, ., -10%, -2%, 1%, ., ., .
N#C/C(=C(/O)COc1ccc(Cl)cc1)c1nc2ccccc2s1
  7%, -0.1%, -50%, -1%, -9%, 3%, 24%, ?, 0, -14%
CCCn1c(=O)c(Br)cn(-c2ccccc2C)c1=O
  4%, -0.5%, -11%, -2%, -6%, -3%, -25%, 15%, 4, 4%
CCOC(=O)c1c(C2CC2)csc1NC(=O)COC(=O)c1ccc[n+]([O-])c1
  -9%, 0.2%, -10%, 1%, -5%[46.1 µM], -2%, -6%, 12%, -1, 7%
CCOCCc1nn2c(=O)cc(CSCC(=O)Nc3ccc(OC)cc3)nc2s1
  1%, -0.8%, 0%, 0%, -2%, -5%, 5%, ?, -5, 1%
Cc1ccc2c(CC(=O)NCc3cccs3)coc2c1
  9%, -0.6%, 11%, -1%, 0%[46.1 µM], 0%, -12%, ?, 26, 8%
CCOC(=O)N1CCC(NC(=O)COc2cc(=O)n(C)c3ccccc23)CC1
  1%, 0.2%, -24%, -1%, -1%, -8%, 0%, ?, -1, 4%
Cc1ccccc1Nc1nc(N)nc(COC(=O)[C@@H](NC(=O)c2ccco2)C(C)C)n1
  ., ., -1%, ., -2%, -1%, 9%, ., ., .
Cc1ccc(C(=O)OCC(=O)Nc2c(Cl)cc(S(N)(=O)=O)cc2Cl)o1
  0%, -0.7%, 1%, 3%, -2%, -2%, 11%, 15%, 0, 3%
COc1ccc(S(=O)(=O)N2CCC(C(=O)N3CCCCC3)CC2)cc1
  -3%, 0.3%, -16%, -5%, 2%, 0%, -16%, ?, 1, -3%
O=C1c2ccccc2C(=O)N1CCCN1C(=O)c2ccccc2C1=O
  ., ., -1%, ., 8%, -8%, -4%, ., ., .
Cc1ccc(C2(c3ccccc3)NC(=O)N(CC(=O)NC3CCCCC3)C2=O)cc1C (stereo not given)
  -10%, -0.1%, -53%, 10%, -6%, -9%, -27%, -7%, 1, .
